# Compound activity (PubChem)
# EPAC2 antagonist: blocks human EPAC2 exchange factor | Q8WZA2 | EPAC2 GEF exchange of Rap1B-BODIPY-GDP, fluorescence | Potency, µM (series often up to 114 µM), for inactives: top-dose activity, negative = inhibition, actives largely listed as inhibitors | actives 0.18% (n = 360,000) | AID 720708; note: % is set by controls: 0 for no effect and ±100 for the full control effect; nearly all actives have a fitted effect of over 45% in size; many of its hits are not listed in these tables
# Target sequence (Q8WZA2 whole entry, looked up): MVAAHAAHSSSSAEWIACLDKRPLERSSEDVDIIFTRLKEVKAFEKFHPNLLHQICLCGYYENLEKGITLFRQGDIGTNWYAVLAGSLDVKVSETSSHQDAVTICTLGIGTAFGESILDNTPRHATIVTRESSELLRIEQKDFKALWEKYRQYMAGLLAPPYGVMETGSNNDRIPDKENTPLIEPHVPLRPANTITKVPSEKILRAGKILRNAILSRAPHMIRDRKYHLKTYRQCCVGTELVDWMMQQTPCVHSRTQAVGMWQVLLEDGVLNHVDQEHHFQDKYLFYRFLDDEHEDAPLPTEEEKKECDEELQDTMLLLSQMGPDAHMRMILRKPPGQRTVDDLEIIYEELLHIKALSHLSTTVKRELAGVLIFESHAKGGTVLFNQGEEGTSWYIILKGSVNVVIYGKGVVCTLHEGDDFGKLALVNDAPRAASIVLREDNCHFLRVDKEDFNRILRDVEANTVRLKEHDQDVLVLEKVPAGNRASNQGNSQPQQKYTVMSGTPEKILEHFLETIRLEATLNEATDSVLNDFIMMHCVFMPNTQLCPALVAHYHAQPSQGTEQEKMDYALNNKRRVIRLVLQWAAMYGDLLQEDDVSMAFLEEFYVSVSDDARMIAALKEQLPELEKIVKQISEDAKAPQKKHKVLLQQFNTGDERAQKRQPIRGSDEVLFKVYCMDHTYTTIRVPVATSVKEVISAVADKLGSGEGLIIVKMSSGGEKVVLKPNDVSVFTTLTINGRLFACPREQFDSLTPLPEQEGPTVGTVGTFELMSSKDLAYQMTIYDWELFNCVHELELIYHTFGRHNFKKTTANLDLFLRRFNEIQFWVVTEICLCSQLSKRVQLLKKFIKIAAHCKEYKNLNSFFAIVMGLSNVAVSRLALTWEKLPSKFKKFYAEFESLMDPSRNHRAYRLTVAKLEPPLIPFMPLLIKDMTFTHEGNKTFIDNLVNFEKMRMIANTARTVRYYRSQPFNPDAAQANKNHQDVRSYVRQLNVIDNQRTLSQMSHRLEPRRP
# ATXN2 expr inh: reduces ATXN2 reporter expression in HEK-293 cells | HEK-293 ATXN2-luciferase reporter, luminescence, 24 h | actives 0.72% (n = 360,000) | Potency, µM (highest dose often 57 µM), for the others: at the highest dose activity change, negative = inhibition, actives largely listed as inhibitors | AID 1745845; note: % is set by controls: 0 for no effect and ±100 for the full control effect; nearly all actives have a fitted effect of over 55% in size
#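 qHTS (up to 57 uM final) was run with 24 h compound exposure of reporter cells at 37 °C. Each well was multiplexed: SteadyGlo luminescence measured ATXN2-luciferase expression after a fluorogenic Gly-Phe-AFC viability readout (25 uM final).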
# MCF10A rereplic: DNA re-replication induction in MCF 10a cells; actives 2.9% (n = 350,000); Potency, µM (top dose mostly 46.1 µM), without a hit: at the top dose activity, positive = re-replication, hits mostly activators; MCF 10A DNA re-replication, Hoechst nuclear intensity, 48 h; AID 624296; note: % of control where 0% means no effect; nearly all actives have a fitted effect of over 50% in size
# Nrf2 block: inhibitors of Nrf2 signaling | A549 ARE-Fluc reporter, luciferase luminescence, 18-24 h | AID 504444 | actives 2.1% (n = 360,000) | Potency, µM (doses to about 46 µM), for inactives: at the highest dose activity change, negative = inhibition, usual class: inhibitors; note: % is set by controls: 0 for no effect and ±100 for the full control effect; nearly all actives have a fitted effect of over 60% in size
#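 Nrf2 function is reported as luminescence of an ARE-controlled luciferase in A549 cells. Compounds were tested at several concentrations, and a CellTiter-Fluor read on the same wells flagged cytotoxicity.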
# TGFb inhibitor: blocks TGF-b signaling; actives 1.2% (n = 410,000); AID 588855; Potency, µM (titrated, usually from 46.1 µM), inactives show at the highest dose activity, negative = inhibition, most hits filed as inhibitors; HepG2 CAGA-GFP TGF-b/SMAD3 reporter, GFP fluorescence, 18 h; TGF-beta stimulated, 500 pg/mL final; note: % is set by controls: 0 for no effect and ±100 for the full control effect; nearly all actives have a fitted effect of over 65% in size
#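 HEPG2 CAGA-GFP, 1000 cells/well; 2 h settle, 37 C; cpd via pin tool; TGF-b 500 pg/mL final; 18 h, 37 C; GFP imaging ex488/em500-530; %Activity normalised to -TGF-b and +DMSO controls; CRC fit, curve class.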
# A549 viability: counter-screen for Nrf2 inhibitors: cytotoxicity in A549 cells; actives 0.16% (n = 390,000); A549 ARE-Fluc cells, CellTiter-Fluor viability, 18-24 h; Potency, µM (doses to about 46 µM), without a hit: at the top dose activity change, negative = cytotoxicity, actives largely listed as inhibitors; note: % is set by controls: 0 for no effect and ±100 for the full control effect
#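 A549 ARE_Fluc cells in 5% FBS OPTI-MEM were exposed to compounds in concentration-response for 18-24 h at 37 deg C. Viability was read by CellTiter-Fluor fluorescence (Ex 405/Em 525) after 30 min, before the luciferase read.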
# ATXN viability: cell viability loss in ATXN counter-screen. S2 cells (HEK-293 line with an ATXN2-luciferase reporter) viability, CellTiter-Fluor protease fluorescence, 24 h. Potency, µM (titrated, usually from 56.7 µM), most hits filed as cytotoxic. actives 0.49% (n = 400,000). AID 651635; note: nearly all actives have a fitted effect of over 40% in size
# Nrf2 ARE act: activates Nrf2 signaling | AREc32 ARE-luciferase reporter (MCF7-derived line), luminescence, 24 h | Potency, µM (top dose mostly 46.1 µM), for inactives: top-dose activation, actives largely listed as activators | actives 0.31% (n = 410,000) | AID 624171; note: % of control where 0% means no effect; nearly all actives have a fitted effect of over 65% in size
#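 Each well held 1000 AREc32 cells, which were incubated with compound for 24 hr at 37 deg C after overnight attachment, and ARE reporter activity was quantified by firefly luciferase luminescence.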
# HepG2 viability: counter-screen for TGF-b inhibitors: cytotoxicity in HepG2 cells | HepG2 CAGA-GFP viability, ATP luminescence, 18 h | Potency, µM (titrated, usually from 46.1 µM), for inactives: top-dose activity change, negative = cytotoxicity, most hits filed as cytotoxic | actives 0.76% (n = 410,000) | AID 588856; note: some results filed as inactive show a strong effect at the top dose
#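 CellTiter-Glo luminescence gave cytotoxicity after 18 hours at 37 degrees C. The cells were HepG2 CAGA-GFP in 1% FBS DMEM, stimulated with 500 pg/mL TGF-beta after compound addition. %Activity was normalised to no-cell wells (complete cell-killing) and DMSO (no toxicity), and curves were fitted and classified.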
# An asterisk follows results filed as active; i = inactive; ? = inconclusive; nt = not tested or not shown; & = joins results of further samples; [ ] = remark or other dose. Calls come from the whole dose curve; as a rule, active = well fitted curve in the direction sought with a large enough effect; inconclusive = small, poorly fitted or top-dose-only effect, or another doubt; inactive = no such curve, though single readings can be large; an effect the other way counts as inactive or inconclusive. Potency is the fitted concentration of half-maximal effect. Not all compounds are listed. The share of hits here may be higher or lower than overall.
No. | molecule | HepG2 viability | MCF10A rereplic | EPAC2 antagonist | Nrf2 block | TGFb inhibitor
1 | CCOC(=O)N1CCN(CC(O)COCc2ccc(OC)c(OC)c2)CC1 (configuration not stated) | 12% | 3% | 12% | 10% | 5%
2 | O=C(Nc1cccn(Cc2c(Cl)cccc2Cl)c1=O)C1CC1 | -73% | -10% | 2% | 3% | 0%
3 | Cc1occc1C(=O)Nc1nccs1 | 6% | 21% | -3% | 8% | -5%
4 | Cc1ccc(C(=O)N/C(=C\c2cn(S(=O)(=O)N(C)C)c3ccccc23)C(=O)NCCCn2ccnc2)cc1 | -2%&-46% | 0% | 3% | 17%&6% | 5%
5 | COc1ccc(OC)c(NC(=O)Cn2c(CCC(=O)O)ccc2-c2ccccc2)c1 | 8%&-7% | 15% | -1% | 6%&1% | 5%&0%
6 | CCOC(=O)Cc1csc(NC(=O)c2c(O)c3c(n(CC(C)C)c2=O)CCCC3)n1 | -27% | 4% | 4% | ? | -26%
7 | O=C(Nc1nnc(-c2ccncc2)s1)C1CCCO1 (configuration not stated) | 7% | -6% | 4% | ? | 12%
8 | CCOC(=O)C1=C(C)OC(N)=C(C#N)C1c1cccs1 (configuration not stated) | -8% | 2% | -30% | 8% | -19%

No. | Nrf2 ARE act | A549 viability | ATXN viability | ATXN2 expr inh
1 | 0.0%[9.22 µM] | 3% | i | 2%
2 | 0.1% | 5% | i | -6%
3 | 2.4% | -12% | i | 4%
4 | 3.1%&0.0% | 11%&1% | i | 1%&8%
5 | 9.2% | 11%&9% | i | 13%&2%
6 | -0.1% | -6% | i | -9%
7 | -0.2% | 16% | i | 5%
8 | 13% | 1% | nt | -31%

# Continued:
No. | molecule | HepG2 viability | MCF10A rereplic | EPAC2 antagonist | Nrf2 block | TGFb inhibitor
9 | CCc1cccc(N(C(=O)c2csnn2)C(C(=O)NC(C)(C)C)c2ccccn2)c1 (configuration not stated) | 0% | -1% | 2% | -18% | -9%
10 | CC(NC(=O)C1CCN(S(=O)(=O)c2ccc3c(c2)oc(=O)n3C)CC1)c1ccccc1 (configuration not stated) | -5% | nt | nt | 1% | -16%
11 | Cc1ccc(NC(=O)Nc2ccc3oc(C)nc3c2)cc1 | -10% | -1% | -3% | 10% | 3%
12 | COC(=O)C1CCN(Cc2cc(=O)oc3cc(C)c(Cl)cc23)CC1 | -29% | 0% | -26% | 9% | -5%
13 | Cc1ccc(C)c(OCc2cc(C(=O)N3CCOCC3)no2)c1 | 1% | 18µM* | 0% | -44% | 2%
14 | CC(=O)N1CCN(C(=O)c2ccc3oc(CCCc4ccccc4)nc3c2)CC1 | 1% | 12% | -3% | 7% | 8%
15 | Cc1ccccc1OCCNC(=O)/C=C/c1ccc([N+](=O)[O-])cc1 | 5% | -3% | -29% | ? | 4%
16 | O=C(CCNS(=O)(=O)c1ccc(Br)cc1)N1CCCCCCC1 | 2% | 6% | -11% | -6% | -6%

No. | Nrf2 ARE act | A549 viability | ATXN viability | ATXN2 expr inh
9 | -0.8% | 2% | i | -1%[11.3 µM]
10 | -0.2% | 9% | i | -2%
11 | 0.1% | ? | i | 15%
12 | 0.2% | 0% | i | 2%
13 | 4.7% | ? | i | nt
14 | -0.3% | 7% | i | -4%
15 | -0.9% | 10% | i | -18%
16 | 0.0% | 4% | i | -10%

# Further results:
No. | molecule | HepG2 viability | MCF10A rereplic | EPAC2 antagonist | Nrf2 block | TGFb inhibitor
17 | CN(NS(=O)(=O)c1ccc([N+](=O)[O-])cc1)c1ccccc1 | -1% | nt | 3% | nt | -6%
18 | Clc1ccccc1-c1nc(/C=N/N2CCOCC2)c2ccccn12 | 2% | 3% | 1% | 2% | 17%
19 | Nc1nc(COC(=O)C2CC(=O)N(Cc3ccccc3)C2)nc(Nc2ccccc2)n1 (configuration not stated) | -44% | -8% | 6% | 1% | 5%
20 | CNC(=O)C(=O)NCC1OCCCN1S(=O)(=O)c1ccc2c(c1)OCCO2 (configuration not stated) | 8% | ? | 1% | 1% | 25%
21 | Cc1cc(C(=O)CSc2nnc(-c3ccco3)o2)c(C)n1Cc1ccco1 | -26% | 2% | 3% | ? | -8%
22 | CC1=NN(c2ccc(F)cc2)C(=O)C1C(c1cccc(O)c1)c1c(C)[nH]n(-c2ccc(F)cc2)c1=O (configuration not stated) | -73% | ? | 10% | 1% | ?
23 | COCCNC(=O)c1cnn2c(C(F)(F)F)cc(-c3ccc4c(c3)OCO4)nc12 | 4% | ? | 16% | 21% | 1%
24 | COc1cc(OC)nc(NC(=O)CCl)n1 | 8% | -5% | -5%[57.1 µM] | 11% | -10%

No. | Nrf2 ARE act | A549 viability | ATXN viability | ATXN2 expr inh
17 | 4.5% | nt | ? | nt
18 | 3.8% | -1% | i | -25%
19 | 2.8% | 1% | i | 1%
20 | -0.6% | -8% | ? | -3%
21 | 2.2% | -7% | i | 7%
22 | 28% | -1% | i | 12%
23 | -0.8% | 3% | i | -7%
24 | 0.4% | 10% | i | 5%

# Sorted by count of non-hydrogen atoms (smallest number first): five of the compounds above
No. | molecule | HepG2 viability | MCF10A rereplic | EPAC2 antagonist | Nrf2 block | TGFb inhibitor
24 | COc1cc(OC)nc(NC(=O)CCl)n1 | 8% | -5% | -5%[57.1 µM] | 11% | -10%
17 | CN(NS(=O)(=O)c1ccc([N+](=O)[O-])cc1)c1ccccc1 | -1% | nt | 3% | nt | -6%
18 | Clc1ccccc1-c1nc(/C=N/N2CCOCC2)c2ccccn12 | 2% | 3% | 1% | 2% | 17%
20 | CNC(=O)C(=O)NCC1OCCCN1S(=O)(=O)c1ccc2c(c1)OCCO2 (configuration not stated) | 8% | ? | 1% | 1% | 25%
19 | Nc1nc(COC(=O)C2CC(=O)N(Cc3ccccc3)C2)nc(Nc2ccccc2)n1 (configuration not stated) | -44% | -8% | 6% | 1% | 5%

No. | Nrf2 ARE act | A549 viability | ATXN viability | ATXN2 expr inh
24 | 0.4% | 10% | i | 5%
17 | 4.5% | nt | ? | nt
18 | 3.8% | -1% | i | -25%
20 | -0.6% | -8% | ? | -3%
19 | 2.8% | 1% | i | 1%

# The list continues.
No. | molecule | HepG2 viability | MCF10A rereplic | EPAC2 antagonist | Nrf2 block | TGFb inhibitor
25 | O=C(O)CCc1cccnc1 | 10%&-11% | -9% | 24% | nt | 15%&-20%
26 | CCN(CC)CCC/C(=N\O)C(O)(c1ccccc1)c1ccccc1 | -17% | 15% | 8% | -1% | -2%
27 | COc1ccc(CNC(=O)C2CCC(CNS(=O)(=O)c3cccc4cccnc34)CC2)cc1 (configuration not stated) | -8% | -3% | 0% | -2% | ?
28 | CCCCOc1ccc(C(=O)NNC(=O)c2cnccn2)cc1OC | -34% | 16% | -5% | 10µM* | 22%
29 | c1ccc2c(-c3cc(NCc4ccncc4)n4nccc4n3)cccc2c1 | 0% | nt | -7% | nt | 16%
30 | CCOC(=O)c1c(C)[nH]c(C)c1S(=O)(=O)N(C)CC(=O)Nc1ccccc1F | -8% | -2% | -15% | ? | -25%
31 | Cc1ccc(-n2nnc3c(SCC(=O)NCC4CCCO4)ncnc32)cc1 (configuration not stated) | -35% | ? | -11% | ? | -24%
32 | CCCCc1ccc(NC(=S)N2CCC(O)CC2)cc1 | 4% | -7% | -9% | 9% | -15%

No. | Nrf2 ARE act | A549 viability | ATXN viability | ATXN2 expr inh
25 | -0.4% | 2% | i | nt
26 | 0.1% | -2% | i | 6%
27 | 0.5% | -4% | i | nt
28 | -0.1% | 0% | i | ?
29 | -0.1% | nt | ? | 1%
30 | -0.1% | -3% | i | nt
31 | 2.4% | -17% | i | -22%
32 | 0.8% | -1% | i | -18%[11.3 µM]

# Going on with the list.
No. | molecule | HepG2 viability | MCF10A rereplic | EPAC2 antagonist | Nrf2 block | TGFb inhibitor
33 | CC(C(=O)N1CCc2ccccc21)N1CCN(S(=O)(=O)c2cccs2)CC1 (configuration not stated) | -15% | -7% | -1% | ? | ?
34 | COC(=O)c1ccc(NC(=O)CSC2=NCCN2)cc1 | -34% | 15µM* | 2% | ? | ?
35 | CCOC(=O)c1nc(-c2ccccc2)oc1N1CCOCC1 | -25% | 8% | 2% | -1% | 9%
36 | CCn1c(CN2CCC(C)CC2)nc2cc(NC(=O)c3ccccc3[N+](=O)[O-])ccc21 | 5% | nt | nt | -4% | nt
37 | CN(C)C=Nc1ncc2c3ccccc3n(CCN(C)C)c2c1C#N | -6% | ? | -17% | ? | ?
38 | Cc1cc(OCC(=O)Nc2ccc(C(=O)OC3CCCCC3)cc2)ccc1Cl | 0% | nt | nt | 6% | 0%
39 | CCc1cc2ccc(OC)cc2nc1SCC(=O)NNC(C)=O | 1% | -2% | 1% | 5% | 0%
40 | Cc1[nH]c2ccccc2c1/C=C/c1nc2ccccc2c(=O)n1-c1cccc([N+](=O)[O-])c1 | -17% | 14% | 0% | ? | -1%
41 | CCn1cc(/C=C(\NC(=O)c2ccc(OC)c(OC)c2)C(=O)NCCCn2ccnc2)c2ccccc21 | -4% | nt | nt | 6% | 6%
42 | CCOC(=O)CSc1nnc(Cc2cc(=O)[nH]c(=O)[nH]2)n1-c1ccc(Cl)cc1 | -22% | -1% | 2% | 4% | -1%
43 | CCCCn1c(N)c(N(CCOC)C(=O)C2CCCN(C(=O)c3ccc(Cl)cc3)C2)c(=O)[nH]c1=O (configuration not stated) | 13% | 0% | 2% | -6% | 2%

No. | Nrf2 ARE act | A549 viability | ATXN viability | ATXN2 expr inh
33 | 0.1% | -6% | ? | -9%
34 | ? | -8% | i | -4%
35 | -0.1% | 1% | i | -16%
36 | 4.6% | 4% | nt | nt
37 | 0.3% | -26% | i | ?
38 | -0.3% | 7% | i | 7%
39 | -0.1% | -1% | i | -20%
40 | 2.8% | -14% | ? | -24%
41 | -0.3% | 10% | i | 5%
42 | 0.0% | 1% | i | 0%
43 | -0.6% | 0% | i | -2%

# Look-ups from the results shown:
# EPAC2 antagonist, no. 13 is entered as 0%
# EPAC2 antagonist, no. 28 is entered as -5%
# TGFb inhibitor, no. 20 is entered as 25%
# A549 viability, no. 34 is entered as -8%
# ATXN2 expr inh, no. 11 is entered as 15%
# EPAC2 antagonist, no. 6 is entered as 4%
